Screens from PubChem BioAssay.
All columns: NCI-60 one-dose screen, growth in % after 48 h at 10 µM unless noted; 100 = growth as untreated, 0 = no growth, -100 = all killed.
NCI-H460 = NCI-H460 lung cancer. 82,000 compounds, 6.8% hits
IGROV1 = IGROV1 ovarian cancer; 79,000 compounds, 4.7% hits; AID 1794786
NCI-H322M = NCI-H322M lung cancer; 80,000 compounds, 2.7% hits
NCI/ADR-RES = NCI/ADR-RES ovarian cells | 81,000 compounds, 4.4% hits | AID 1794790
NCI-H23 = NCI-H23 lung cancer. 80,000 compounds, 4% hits. AID 1794731
NCI-H522 = NCI-H522 lung cancer | 78,000 compounds, 8% hits
KM12 = KM12 colon cancer cells | 82,000 compounds, 5% hits | AID 1794800
COLO 205 = COLO 205 colon cancer; 79,000 compounds, 7.3% hits; AID 1794742
NCI-H226 = NCI-H226 lung cancer; 79,000 compounds, 3.5% hits; AID 1794732
* = called active by the depositor; . = no result given; & = joins results of further samples; ! = not active in a repeat. Rule for the calls: active = growth percent below 10; inactive = the rest.

Every second line gives: NCI-H460, IGROV1, NCI-H322M, NCI/ADR-RES, NCI-H23, NCI-H522, KM12, COLO 205, NCI-H226
> CC1(C)[C@@H](O)CC[C@]2(C)[C@H]3CC[C@@H]4[C@H]5[C@H](C(=O)/C=C/c6ccc(C(F)(F)F)cc6)CC[C@]5(CO)CC[C@@]4(C)[C@]3(C)CC[C@@H]12
  65, 61, 81, 71, 57, 61, 69, 74, 30
> O=C1/C(=C/c2cccs2)CCC/C1=C\c1cccs1
  92, 99, 85, 89, 81, 77, 66, 117, 81
> COc1cc(-c2nc3cc(Cl)c(Cl)cc3[nH]2)ccc1OCC(=O)N=Nc1c(O)[nH]c2ccc(Cl)cc12
  5.9*, -0.3*, 35, 88, -3.6*, 4.9*, 9.2*, -63*, 30
> c1cc(OCC2CO2)cc(OCC2CO2)c1 (stereo not drawn)
  102, 79, 96, 103, 100, 80, 112, 98, 100
> CCCNc1nc2ccccc2c2c(=O)c3cc(Cl)ccc3sc12
  45, 61, 64, 63, 77, 70, ., 83, 78
> O=C1NC(=C(Cl)Cl)/C(=N/S(=O)(=O)NCc2ccc(Cl)cc2)N1
  101, 110, 102, ., ., 93, 70, 119, 102
> CCOC(=O)C1(C(=O)OCC)COC(=O)C2(CC)OC21 (stereo not drawn)
  105, 107, 99, 101, 103, 106, 106, 128, 92
> CS(=O)(=O)Nc1cc(-c2ccc3ncnc(Nc4c(Cl)ccc5c4OCO5)c3c2)cnc1Cl
  7.1*, -53*, -39*, 3.7*, 0.2*, -14*, -40*, -45*, 13
> N#Cc1c(-c2ccc(Cl)cc2)c2c(N)nn(-c3ccccc3)c2[nH]c1=O
  110, 91, 104, 102, 94, 96, 102, 122, 96
> CCCCOc1cc(C(=O)O)ccc1[N+](=O)[O-]
  110, 104, 93, 100, 105, 106, 100, 106, 104

More compounds:
Every second line gives: NCI-H460, IGROV1, NCI-H322M, NCI/ADR-RES, NCI-H23, NCI-H522, KM12, COLO 205, NCI-H226
> CCCCC(CC)C(=O)NCC(C)O (stereo not drawn)
  109, 110, 113, 98, 100, 100, 101, 107, 101
> COc1ccc(N2C(=O)CC(Nc3cc(C)ccc3C)C2=O)c([N+](=O)[O-])c1 (stereo not drawn)
  120, 30, 102, 116, 114, 99, 110, 101, 101
> CC(C)(C)CC(C)(C)Nc1c(-c2c(O)c3ccccc3oc2=O)nc2sccn12
  111, 93, 87, 98, 98, 83, 107, 102, 89
> CCCCSc1ccccn1
  103, 117, 131, 104, 104, 102, 112, 115, 100
> O=C1c2ccccc2S(=O)(=O)N1CO
  107, 109, 101, 101, 94, 98, 107, 100, 97
> OCC1CCCO1 (stereo not drawn)
  113, 98, 88, 110, 90, 105, 107, 114, 100
> CCOC(=O)c1[nH]c(C=O)c(C(=O)OCC)c1C
  108, 114, 112, 97, 103, 82, 102, 120, 104
> CCOC(=O)Nc1ccc2nc(-c3cscn3)[nH]c2c1
  22, 43, 63, ., 72, 44, 34, 29, 64
> Cc1ccc(S(=O)(=O)O[C@@H]2C(=O)N(c3cc4c5ccccc5ccc4c4ccccc34)[C@H]2c2ccc(F)cn2)cc1
  107, 104, 96, 98, 99, 83, 98, 109, 96
> NC(=S)N/N=C/c1ccc(OC(=O)COc2ccc(Cl)cc2)cn1
  70, 46, 43, 28, 34, 43, 65, 85, 94

(list continues)
Every second line gives: NCI-H460, IGROV1, NCI-H322M, NCI/ADR-RES, NCI-H23, NCI-H522, KM12, COLO 205, NCI-H226
> CC(=O)c1ccc(N2C(=O)c3ccc(C)cc3C2=O)cc1
  109, 109, 101, 111, 107, 88, 100, 109, 105
> CCSCC1CC(O)(c2ccccc2)CC(c2ccc(F)cc2)O1 (stereo not drawn)
  -31*, 48, 45, 25, 27, 54, -47*, -95*, 25
> O=C(O)c1cccc(N/C=C/C(=O)c2cc3cc(Br)ccc3oc2=O)c1
  97, 106, 100, 104, 98, 92, 96, 110, 95
> Nc1ncnc2nc(-c3ccccc3)[nH]c12
  99, 96, 105, 120, 104, 85, 97, 112, .
> CCCc1cc2c(=O)c(C(=O)OC)c[nH]c2cc1N(CC)CC
  102, ., 84, 99, 102, 74, 105, 119, 82
> Clc1nnc2ccc(Oc3cccc(-c4ccc(Oc5ccccc5)cc4)c3)nn12
  93, 82, 94, 74, 73, 73, 95, 106, 67
> COc1ccc(-c2nc(SCCC(C)C)nc(N/N=C\c3cccc(Cl)c3)c2C#N)cc1
  15, 76, 56, 79, 83, 71, 91, 82, 90
> COc1ccc([I+]c2ccc(OC)cc2)cc1
  53&100, 49&96, 64&98, 97&101, 46&52, 50&92, 51&79, 107, 70&87
> C=CN(C(=O)N1CCN(c2cc3c(cc2F)c(=O)c(C(=O)O)cn3C2CC2)CC1)c1nc(-c2ccc(OC)cc2)cs1
  11, 40, 15, 38, 13, 13, 21, 30, 38
> COc1cccc(COc2ccc(Nc3ncnc4onc(-c5ccccc5)c34)cc2)c1
  95, 87, 89, 90, 90, 83, 97, 107, .

(listing goes on)
Every second line gives: NCI-H460, IGROV1, NCI-H322M, NCI/ADR-RES, NCI-H23, NCI-H522, KM12, COLO 205, NCI-H226
> COc1ccc(CN2CC3CC3(COc3nc(C)cs3)C2)cc1F (stereo not drawn)
  105, 103, 101, 95, ., 90, 102, 118, 98
> Cc1cc(C)c(N)c(S(=O)(=O)O)c1
  102, 108, 108, ., 92, 97, 115, ., 96
> O=C1Nc2cc(Cl)ccc2/C1=C/c1cccc(OCc2ccccc2)c1
  3.7*, 11, 29, -22*, 12, -63*, 4.4*, -23*, 22
> CN1CCN(CCNC(=O)Nc2ncccc2OCc2ccccc2Cl)CC1
  94, 102, 95, 94, 93, 85, ., 94, 83
> Nc1nc(-c2cccc3ccccc23)cc2ccccc12
  0.1*, -48*, 46, 2.9*, 11, -34*, 5.9*, -18*, -7.4*
> OC(CCCN1CCCCC1)(c1ccccc1)c1ccccc1
  106, 107, 96, 103, 98, 84, 101, 102, 87
> CCc1c(C(=O)NC2c3cc(Cl)ccc3CCC2O)[nH]c(C)c1C(C)=O (stereo not drawn)
  19, 60, 77, 62, 78, 50, 53, 43, 63
> C/C=C1\OC(n2cnc3c(N)ncnc32)C(O)C1O (stereo not drawn)
  110, 98, 85, 102, 103, ., 107, 106, 101
> COc1cnc2c(c1)C(=O)c1c-2n(CCCNC2=NCCS2)c(=O)c2cc(F)ccc12
  -44*, 38, 47, 35, 6.6*, ., 47, 22, 3.9*
> CCCCC[C@@H](O)c1ccccc1[C@@H]1O[C@@H](CCC(=O)OC)[C@H](O)[C@H]1I
  101, 79, 97, 70, 77, 35, 87, 109, 74

Next entries.
Every second line gives: NCI-H460, IGROV1, NCI-H322M, NCI/ADR-RES, NCI-H23, NCI-H522, KM12, COLO 205, NCI-H226
> CC(=O)n1cc(-c2cc3cc(Cl)cc(Cl)c3oc2=O)c2ccccc21
  104, 90, 84, 112, 91, 96, 103, 101, 97
> COc1cc(/C=N/NC(=O)c2ccc3nc(-c4ccc(Cl)cc4)[nH]c3c2)cc(OC)c1OC
  -35*!, 7.6*!, 3.9*!, 76&106, -68*!, -44*!, -33*!, -9.1*!, -50*!
> O=C(O)c1ccccc1C(=O)OC1CC2CCC1C2 (stereo not drawn)
  113&115, 105&115, 96&114, 107&103, 97&96, 87&93, 101&104, 107&100, 84
> COc1cc(-c2nn(-c3ccccc3)cc2-c2ccnc(NCCNS(=O)(=O)c3ccccc3)n2)ccc1Cl
  96, 99, ., 88, 97, 69, 85, 93, 83
> COc1ccc(C(=S)N2CCN(c3ccc(C)cc3)CC2)cc1OC
  110, 96, 113, 113, 102, 91, 107, 109, 104
> CCCCOC(OCCCC)c1ccccc1
  109, 115, 104, 98, 95, ., 110, 112, 107
> COCCOCCOCc1n(Cc2ccc3ccccc3n2)c2ccccc2[n+]1Cc1ccc2ccccc2n1
  17, 20, 47, 102, 13, -1.7*, 12, -31*, 38
> O=C(Cc1nc2ccc(Cl)cc2[nH]c1=O)c1ccncc1
  64, 75, 78, 64, 83, 69, 72, 86, 63
> CC(O)C(=O)O (stereo not drawn)
  104&113, 101&116, 110&109, 121&110, 115, 104, 106&107, 116&117, 103&103
> OC(c1ccc(Cl)cc1)(c1ccc(Cl)cc1)C(O)(c1ccc(Cl)cc1)c1ccc(Cl)cc1
  27, 20, 46, 49, 53, 42, 24, 45, 55

(cont.)
Every second line gives: NCI-H460, IGROV1, NCI-H322M, NCI/ADR-RES, NCI-H23, NCI-H522, KM12, COLO 205, NCI-H226
> O=C(CCl)Nc1ccc(C(=O)/C=C/c2cc3ccccc3nc2Cl)cc1
  -54*!, -84*!, 45&22, 4.5*, -84*!, -63*!, -69*!, -64*!, 14&12
> Cc1c(C(C)(C)O)cn2ncnc(Oc3ccc(NC(=O)NCCN4CCOCC4)c(Cl)c3)c12
  103, 105, 96, 101, 95, 90, 107, 103, 98
> N#C/C(=N\Nc1ccccc1Cl)C(=O)C1CC1
  97, 98, 100, 114, 91, 87, 98, 103, 92
> O=C(Oc1cccc(F)c1OC(=O)c1cccc(O)c1)c1cccc(O)c1
  37, 28, 86, 43, 69, 29, 51, 64, 76
> COc1cccc2c1c1c(n2CC(=O)NCCN(C)C)-c2ccccc2C1=O
  115, 111, 124, 105, 97, 97, 109, 104, 94
> COC(=O)C1(C2CCc3cc(OC)ccc3C2=O)NC(=S)NC(=O)C1C#N (stereo not drawn)
  114, 114, 112, 109, 105, 110, 109, 115, 97
> Cc1cc(C)c(Cc2c(C)cc(C)cc2C)c(C)c1
  105, 128, 124, 101, 101, 99, 109, ., 118
> CC(CCN(CC(=O)O)CC(=O)O)N(CC(=O)O)CC(=O)O (stereo not drawn)
  93, 99, 93, 95, 86, 91, 94, 63, 84
> CC(=O)CC(=O)Nc1ccc([N+](=O)[O-])cc1
  108, 94, 105, 93, 82, 86, 104, 115, 96
> CC(C)c1ccc(Cc2cnc(NC(=O)c3ccc(-n4cnnn4)cc3)s2)cc1
  73, 86, 98, 54, 63, 60, 66, 111, 61

Whole records from above.
O=C(Oc1cccc(F)c1OC(=O)c1cccc(O)c1)c1cccc(O)c1 is listed as NCI-H460: 37; IGROV1: 28; NCI-H322M: 86; NCI/ADR-RES: 43; NCI-H23: 69; NCI-H522: 29; KM12: 51; COLO 205: 64; NCI-H226: 76
Cc1cc(C)c(Cc2c(C)cc(C)cc2C)c(C)c1 is listed as NCI-H460: 105; IGROV1: 128; NCI-H322M: 124; NCI/ADR-RES: 101; NCI-H23: 101; NCI-H522: 99; KM12: 109; COLO 205: .; NCI-H226: 118
COc1cccc2c1c1c(n2CC(=O)NCCN(C)C)-c2ccccc2C1=O is listed as NCI-H460: 115; IGROV1: 111; NCI-H322M: 124; NCI/ADR-RES: 105; NCI-H23: 97; NCI-H522: 97; KM12: 109; COLO 205: 104; NCI-H226: 94

Quoted from the entries so far for reference:
Every second line gives: NCI-H460, IGROV1, NCI-H322M, NCI/ADR-RES, NCI-H23, NCI-H522, KM12, COLO 205, NCI-H226
> O=C(CCl)Nc1ccc(C(=O)/C=C/c2cc3ccccc3nc2Cl)cc1
  -54*!, -84*!, 45&22, 4.5*, -84*!, -63*!, -69*!, -64*!, 14&12
> Cc1c(C(C)(C)O)cn2ncnc(Oc3ccc(NC(=O)NCCN4CCOCC4)c(Cl)c3)c12
  103, 105, 96, 101, 95, 90, 107, 103, 98

The list goes on.
Every second line gives: NCI-H460, IGROV1, NCI-H322M, NCI/ADR-RES, NCI-H23, NCI-H522, KM12, COLO 205, NCI-H226
> Oc1ccccc1N=Cc1cc(-c2ccccc2)nn1-c1ccccc1
  105, 109, 108, 106, 106, 79, 108, 123, 88
> O=C(c1ccc(Br)cc1)C1C(c2ccc(Cl)cc2)C2CCCN2C12C(=O)Nc1ccccc12 (stereo not drawn)
  55, 47, 88, 56, 68, 58, 51, 62, 70
> COc1ccc(-c2nc(-c3nc4ccc(Cl)cc4[nH]3)c3ccccn23)cc1
  -24*, 85, 55, 34, 84, -3.1*, ., 76, -46*
> Cc1cc([N+](=O)[O-])ccc1N=O
  108, 104, 99, 103, 106, 104, 109, 120, 103
> Cn1c(N2N=C(c3ccccc3)CC2c2ccc(Cl)cc2)nc(-c2ccccc2)c(C#N)c1=O (stereo not drawn)
  70, 67, 65, 84, 73, ., 84, 95, 80
> O=C(Nc1nnc(-c2ccncc2)s1)c1ccccc1
  97, 88, 90, 103, 109, 98, 101, 103, 84
> CC(=O)C1C(=O)C(=O)N(c2ccc(Br)cc2)C1=O (stereo not drawn)
  103, 106, 109, 107, 98, 107, 101, 107, 93
> COc1ccc(/C=C2\CCCC3=C2N=C2SC=NN2C3c2ccc(OC)c(OC)c2)cc1OC (stereo not drawn)
  44, 48, 38, 21, 40, ., 28, 23, 45
> N#CNc1nc(N)cc(=O)[nH]1
  113&110, 106&97, 102&96, 99&106, 96&100, 92&79, 107&108, 109&104, 106&128
> COc1ccc(S(=O)(=O)NCCNc2nccc(-c3cn(-c4ccccc4)nc3-c3ccc(Cl)c(OC)c3)n2)cc1
  92, 112, ., 111, 109, 71, 94, 118, 89
> CC(=O)c1cc(C(=O)N2c3ccccc3Sc3ccccc32)c2c(C)cccn12
  103, 68, 97, 89, 86, 68, 91, 111, 102
